Bioassay records as filed in PubChem.
4MU fluor: qHTS Assay for Spectroscopic Profiling in 4-MU Spectral Region. compound autofluorescence, 340/450 nm, 4-MU equivalents; active compounds read high. max dye-equivalent concentration, M. 11% of 59,000 active; in the data active = max dye-equivalent concentration above about 10 nM; inconclusive = mostly about 1.1 nM to 9.6 nM
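Intrinsic fluorescence at 340/450 nm (ex/em) was read after 15 min at room temperature in pH 8.0, 100 mM Tris. Each compound concentration expressed as 4-MU-equivalent concentration from a six-point 4-MU standard series on each plate.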
GFP derepression: qHTS Assay for Epigenetic Modulators. mouse C127i GFP locus derepression, cytometry, 30 h. Potency, µM (highest dose often 46.1 µM), for inactives: at the top dose GFP derepression (activation). 0.09% of 68,000 active; note: % of control where 0% means no effect
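Murine C127i mammary cells carrying a silenced, stably integrated CMV-driven GFP reporter were treated with compound for 30 hours at 37 C. After PBS washes, GFP-positive cells were counted by laser-scanning microplate cytometry.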
HADH2 inhib: qHTS Assay for Inhibitors of HADH2 (Hydroxyacyl-Coenzyme A Dehydrogenase, Type II) | 3.4% of 73,000 active | 3-hydroxyacyl-CoA dehydrogenase type-2 (Homo sapiens), Q99714 | recombinant HADH2, NADH fluorescence, beta-hydroxybutyryl-CoA | Potency, µM (series often up to 57.1 µM), without a hit: at the top dose activity change, negative = inhibition, hits mostly inhibitors; note: potency is the fitted concentration of half-maximal effect; % is set by controls: 0 for no effect and ±100 for the full control effect; nearly all actives have a fitted effect of over 60% in size; many of its hits are not listed in these tables
Target sequence (Q99714 whole entry, looked up, one chain of several): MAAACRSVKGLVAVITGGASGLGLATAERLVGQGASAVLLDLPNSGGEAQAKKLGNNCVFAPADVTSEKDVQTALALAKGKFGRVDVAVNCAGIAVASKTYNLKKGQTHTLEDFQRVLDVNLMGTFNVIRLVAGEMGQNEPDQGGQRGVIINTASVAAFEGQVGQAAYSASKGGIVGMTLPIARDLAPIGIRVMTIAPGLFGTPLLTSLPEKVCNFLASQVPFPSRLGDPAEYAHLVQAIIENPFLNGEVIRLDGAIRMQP
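20 nM HADH2 + cpd, 15 min RT; add 1 mM NAD+/90 uM beta-hydroxybutyryl-CoA; kinetic fluorescence 360/450 nm, 4 min. Tris-HCl pH 9.0, 0.01% Tween-20.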
HBB splicing: qHTS Assay for Modulators of Hemoglobin Beta Chain Splicing; HBB splicing reporter cell assay, activation; EGFP reporter with mutant IVS2-654 intron; response scale: normalised to 500 nM splice-correcting PNA; Potency, µM (series often up to 46.1 µM), inactives show top-dose activation, actives largely listed as activators; 0.06% of 65,000 active; note: potency is the fitted concentration of half-maximal effect; 0% is about no effect
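HeLa cells stably expressing EGFP interrupted by mutant beta-globin intron 2 (IVS2-654), 500/well in 2% FCS. Treated with compound for 2 days at 37C. Splicing correction scored as total well GFP intensity (488 nm excitation, 500-520 nm emission); 500 nM antisense PNA served as control.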
DNA Pol III inh: qHTS Assay for Inhibitors of DNA Polymerase III Holoenzyme System. reconstituted DNA polymerase III holoenzyme replication, biochemical. Potency, µM (top dose mostly 57.1 µM), without a hit: at the highest dose activity change, negative = inhibition. 0.25% of 71,000 active. AID 603, 2007; note: potency is the fitted concentration of half-maximal effect; % is set by controls: 0 for no effect and ±100 for the full control effect
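Reconstituted *E. coli* holoenzyme (0.35 nM Pol III, 1 nM beta, 154 nM SSB, 2 nM primase) was preincubated with compound for 15 min at RT. Synthesis on 1.4 nM ssM13Gori ran 35 min, then was stopped with PicoGreen/EDTA and read as dsDNA fluorescence.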
Ub-GFP proteasome: Ubiquitin-GFP Assay; Ubiquitin-GFP reporter cells, proteasome inhibition, GFP fluorescence; response scale: untreated = 0%, 10 µM MG-132 = 100%; Potency, µM (highest dose often 45.9 µM), for the others: at the top dose activation (GFP accumulation), actives largely listed as activators; 67,000 tested, under 10 active; active = well fitted activation curve with a large enough effect, not every such curve was filed as active; inconclusive = small, poorly fitted or top-dose-only effect, or another doubt; inactive = no such curve, though single readings can be large or run the other way; note: potency is the fitted concentration of half-maximal effect
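U2OS cells stably expressing ubiquitin(G76V)-GFP, seeded overnight in 0.5% FBS medium, were exposed to compounds (qHTS, 46 uM to 2.9 nM) for 4 hr at 37 °C. GFP-positive cells were counted by laser cytometry (488 ex/515 em), normalized between basal and 10 uM MG-132.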
Texas Red fluor: qHTS Assay for Spectroscopic Profiling in Texas Red Spectral Region. Compound fluorescence, Texas Red channel, 547/618 nm; active compounds read high. max dye-equivalent concentration, M. 0.06% of 59,000 active; in the data active = max dye-equivalent concentration above about 10 nM; inconclusive = between about 1.1 nM and that limit
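Texas Red-region profiling: compounds in 100 mM Tris pH 8.0 were read at 547/618 nm after 15 min at room temperature. Intensities were normalized against a six-point Texas Red standard series to give dye-equivalent concentration.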
Fluorescein fluor: qHTS Assay for Spectroscopic Profiling in Fluorescein Spectral Region | Compound autofluorescence, 480/540 nm, fluorescein-equivalent; active compounds read high | max fluorescein-equivalent concentration, M | 0.91% of 59,000 active; in the data active = max fluorescein-equivalent concentration above about 10 nM; inconclusive = between about 1.1 nM and that limit
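First, buffer (100 mM Tris, pH 8.0) dispensed; second, compounds and fluorescein standards pinned in; third, 15 min room-temperature incubation; finally, imaging at ex 480 nm/em 540 nm. Fluorescence normalized against the six-point fluorescein curve.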
Hsp90 Hop PPI: qHTS Assay for Disrupters of an Hsp90 Co-Chaperone Interaction; AID 595, 2007; 0.44% of 71,000 active; Potency, µM (doses to about 57 µM), for the others: top-dose activity change, negative = inhibition; AlphaScreen TPR2A-His6 binding biotin-Hsp90 C-terminal peptide; Hsp90 C-terminal peptide / TPR2A (Hop) interaction, human; active = well fitted curve in either direction with a large enough effect; inconclusive = small, poorly fitted or top-dose-only effect, or another doubt; note: potency is the fitted concentration of half-maximal effect; % is set by controls: 0 for no effect and ±100 for the full control effect; many of its hits are not listed in these tables
Rhodamine fluor: qHTS Assay for Spectroscopic Profiling in Rhodamine Spectral Region; Rhodamine-region fluorescence, 547/598 nm, Tris buffer; active compounds read high; max dye-equivalent concentration, M; 0.05% of 59,000 active; AID 594, 2007; in the data active = max dye-equivalent concentration above about 11 nM; inconclusive = between about 1.1 nM and that limit
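Steps: pin-transfer compounds into pH 8.0 Tris (100 mM), hold 15 min at room temperature, image with a 547/598 nm filter pair, and convert intensities to rhodamine-equivalent concentration using a six-point on-plate rhodamine series.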
ALOX15 inhib: qHTS Assay for Inhibitors of 15-hLO (15-human lipoxygenase); AID 887, 2007; purified 15hLO-1, xylenol orange hydroperoxide absorbance; Potency, µM (top dose mostly 57.1 µM), inactives show at the highest dose activity change, negative = inhibition, usual class: inhibitors; Polyunsaturated fatty acid lipoxygenase ALOX15 (Homo sapiens), P16050; 1.4% of 74,000 active; note: potency is the fitted concentration of half-maximal effect; % is set by controls: 0 for no effect and ±100 for the full control effect; nearly all actives have a fitted effect of over 55% in size
Target sequence (P16050 whole entry, looked up): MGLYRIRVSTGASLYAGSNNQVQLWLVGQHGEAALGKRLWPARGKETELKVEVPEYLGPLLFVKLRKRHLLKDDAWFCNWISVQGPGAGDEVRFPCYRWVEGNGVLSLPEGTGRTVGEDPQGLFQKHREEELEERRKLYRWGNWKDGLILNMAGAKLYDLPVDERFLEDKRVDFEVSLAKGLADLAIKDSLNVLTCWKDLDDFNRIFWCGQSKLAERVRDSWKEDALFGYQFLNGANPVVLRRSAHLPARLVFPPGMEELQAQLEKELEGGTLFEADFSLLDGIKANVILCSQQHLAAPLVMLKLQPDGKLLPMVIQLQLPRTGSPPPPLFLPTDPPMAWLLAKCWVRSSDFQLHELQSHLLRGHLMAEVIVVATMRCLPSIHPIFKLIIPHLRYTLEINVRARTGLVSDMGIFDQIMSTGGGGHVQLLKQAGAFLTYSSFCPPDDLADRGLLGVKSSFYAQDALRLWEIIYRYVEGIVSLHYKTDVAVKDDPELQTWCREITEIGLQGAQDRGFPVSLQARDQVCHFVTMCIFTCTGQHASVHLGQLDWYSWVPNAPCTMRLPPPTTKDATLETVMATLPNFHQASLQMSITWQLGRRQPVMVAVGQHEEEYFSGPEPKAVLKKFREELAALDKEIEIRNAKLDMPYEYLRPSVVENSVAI
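Purified human 15hLO-1 (40 nM final) in 25 mM Hepes pH 7.5, 0.01% Triton X-100 was preincubated with compound 15 min at room temperature, then reacted 6 min with 50 uM arachidonic acid; hydroperoxide detected by Fe-XO, 573/405 nm absorbance ratio.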
Starred values were filed as active, the others as inactive; i = inactive; ? = inconclusive; nt = no result given; [ ] = another dose, or the depositor's remark. Unless noted, calls come from the whole dose curve; as a rule, active = well fitted curve in the direction sought with a large enough effect; inconclusive = small, poorly fitted or top-dose-only effect, or another doubt; inactive = no such curve, though single readings can be large; an effect the other way counts as inactive or inconclusive.

No.	molecule	HBB splicing	Hsp90 Hop PPI	HADH2 inhib	DNA Pol III inh	GFP derepression	Ub-GFP proteasome
1	CCC1SC2=NCCN2C1(O)c1ccc(Cl)cc1 (stereo unspecified)	-3.4%[57.5 µM]	-3%	-8%	0%	-2%	-2%
2	Cc1cccc(N2CCN(Cc3c(C)n(C)n(-c4ccccc4)c3=O)CC2)c1C	-0.1%[0.0738 µM]	?	11%[11.4 µM]	-2%[11.4 µM]	-2%	-18%[9.17 µM]
3	Cc1cccc(-c2nc(CS(=O)CC(=O)N3CCN(C)CC3)c(C)o2)c1 (stereo unspecified)	0.4%	-4%[2.3 µM]	9%	-4%	nt	-10%
4	CC(=O)c1ccc(OCC(O)CN2CCN(Cc3ccc4c(c3)OCO4)CC2)cc1 (stereo unspecified)	-0.8%	-5%[2.3 µM]	-1%	-4%	nt	-2%
5	Cc1nc2ccc3[nH]snc3c2n1	2.8%	-4%	-22%	-6%	8%	-7%
6	COc1ccc(C2CC(=O)c3cnc(NC(=O)c4cc(OC)cc(OC)c4)nc3C2)cc1 (stereo unspecified)	-5.1%[0.369 µM]	-8%	2%	8%	1%	-2%
7	COC(=O)Cc1n[nH]c(=S)[nH]c1=O	0.9%[57.5 µM]	-3%	-18%	1%	-2%	-1%
8	COc1cccc(CNC(=O)c2nnn(CC(=O)Nc3ccc(C)c(C)c3)c2N)c1	-2.7%	-7%	6%	-22%	4%	6%
9	O=C(CCn1nnc2ccccc21)Nc1nnc(-c2ccccc2F)s1	nt	-3%	7%	-12%	-1%	0%
10	COc1nc(NC23CC4CC(CC(C4)C2)C3)nc(OC)n1	-4.5%	-2%	0%	1%	-2%	-6%
11	O=C(Cn1c(=O)oc2ccccc21)N(Cc1ccccc1)C1CCS(=O)(=O)C1 (stereo unspecified)	-0.3%[57.5 µM]	0%	11%	-3%	-2%	1%
12	O=C(NCc1ccccn1)C1CCCN(Cc2cnn(-c3ccccc3)c2-n2cccc2)C1 (stereo unspecified)	-2.1%	-10%	3%	-8%	-4%	11%
13	COc1ccc(NC(=O)C(CCS(C)(=O)=O)NC(C)=O)cc1 (stereo unspecified)	-0.5%	4%	5%	1%	-1%	7%
14	CC(C)c1nc(C#N)c(NCCCn2ccnc2)o1	nt	-25%	0%	-7%	-2%	-6%
15	CC(=O)N1CCC2(CCN(Cc3ccccc3)CC2)CC1	0.9%	0%	5%	-2%	0%[9.22 µM]	9%

No.	4MU fluor	Rhodamine fluor	Fluorescein fluor	ALOX15 inhib	Texas Red fluor
1	i	i	?	22%	i
2	nt	nt	nt	2%[11.4 µM]	nt
3	nt	nt	nt	-4%	nt
4	nt	nt	nt	-7%	nt
5	nt	nt	nt	-5%	nt
6	i	i	i	4%	i
7	i	i	?	6%	i
8	i	i	i	-13%	i
9	i	i	i	-10%	i
10	nt	nt	nt	-8%	nt
11	i	i	i	4%	?
12	i	i	i	5%	i
13	i	i	i	0%	i
14	i	i	i	18%	?
15	i	i	i	8%	i

New compounds follow
No.	molecule	HBB splicing	Hsp90 Hop PPI	HADH2 inhib	DNA Pol III inh	GFP derepression	Ub-GFP proteasome
16	Cc1ccc(C(C)C)cc1C(=O)CC1(O)C(=O)N(C)c2ccccc21 (stereo unspecified)	4.6%[1.84 µM]	1%	13%	-3%	2%	-4%
17	O=C(NCCCN1CCOCC1)c1c(O)c2cc(Br)cc(Br)c2[nH]c1=O	-0.6%[57.5 µM]	0%	3%	-2%	0%	1%
18	Cn1c(=O)[nH]c(=O)c2c1nc(N1CCN(c3cccc(Cl)c3)CC1)n2CCCc1ccccc1	nt	nt	nt	nt	0%[20.6 µM]	nt
19	O=c1cc(N2CCN(c3ccccc3)CC2)[nH]c(=O)n1C1CCCCC1	4.5%	3%	4%	-2%	-2%	7%
20	CCCOc1ccc(C2C(=O)N(C3CCCCC3)CC(=O)N2C2CC2)cc1OC (stereo unspecified)	2.8%	0%	-4%	-12%	3%	2%
21	CCOC(=O)C1=Nc2ccccc2C1=[N+]=[N-]	nt	nt	nt	nt	-2%[20.6 µM]	nt
22	CCCn1nnnc1NCc1cccn1C	-1.8%	-2%	-2%	-3%	3%	-5%
23	COC(=O)CCCCC1SCC(NC(=O)OC)C1NC(=O)OC (stereo unspecified)	0.1%	-1%	20%	-4%	-3%	4%
24	CN(c1ccccc1)S(=O)(=O)c1ccc(C(=O)OCC(=O)NCc2ccco2)cc1	0.1%[57.5 µM]	-2%	3%	-4%	5%	0%
25	N#CC1=C2SCN(c3ccccc3)CN2C(=O)CC1c1ccccc1Cl (stereo unspecified)	-0.3%	-2%[2.3 µM]	1.6µM*	-5%	nt	6%
26	Oc1c(Cl)cc(CN(Cc2cc(Cl)c(O)c(Cl)c2)C2CCCCC2)cc1Cl	0.1%[9.22 µM]	-4%[11 µM]	-24%[11.4 µM]	-9%[11.4 µM]	-2%[9.22 µM]	-1%[9.17 µM]
27	CCCOc1ccc(-c2nnn(CC(=O)c3ccc4c(c3)OCCO4)n2)cc1	2.8%	0%	8%	0%	-2%	4%
28	COc1ccc(OC)c(S(=O)(=O)N(C)CC(=O)N2CCN(c3cccc(Cl)c3)CC2)c1	-0.5%	-5%	-2%	-1%	-2%	-3%
29	COCCNC(=O)CN(c1cccc(OC)c1)S(=O)(=O)c1ccc(C)cc1	-4.1%	0%	4%	-3%	-1%	-5%
30	CCOC(=O)c1cccc(NC(=O)CSc2nc3cccnc3n2C)c1	0.0%	-5%	1%	-6%	0%	2%

No.	4MU fluor	Rhodamine fluor	Fluorescein fluor	ALOX15 inhib	Texas Red fluor
16	i	i	i	-5%	i
17	i	i	i	5%	i
18	i	i	i	nt	i
19	i	i	i	-6%	i
20	i	i	i	10%	i
21	?	i	i	nt	i
22	i	i	i	0%	?
23	i	i	i	-6%	i
24	i	i	i	5%	?
25	nt	nt	nt	?	nt
26	i	i	?	-3%[11.4 µM]	i
27	i	i	?	-4%	i
28	i	i	?	-28%	i
29	nt	nt	nt	5%	nt
30	i	i	?	-9%	?

(list continues)
No.	molecule	HBB splicing	Hsp90 Hop PPI	HADH2 inhib	DNA Pol III inh	GFP derepression	Ub-GFP proteasome
31	COc1cc2c(cc1NC(=O)C1CCCO1)oc1ccccc12 (stereo unspecified)	-0.9%	7%	22%	-2%	3%	9%
32	Cc1ccc(S(=O)(=O)CCc2nnc(NC(=O)c3cnccn3)s2)cc1	-2.2%	-6%	-6%	1%	2%	4%
33	O=C(Nc1nccs1)c1cccc(NC(=O)C2CC2)c1	0.4%	-5%	-17%	3%	11%	17%
34	COc1ccc(NC(=O)N(CCC(C)C)C(C)c2ccccn2)c(OC)c1 (stereo unspecified)	-0.7%	-2%	-3%	-8%	-6%	0%
35	O=S(=O)(N1CCCCC1)n1c(Cc2ccccc2)nc2ccccc21	-2.7%	25%	-2%	0%	-2%	3%
36	CN(CCCC(=O)Nc1ccncc1)S(=O)(=O)c1ccc(Cl)cc1	nt	0%	16%	-8%	0%	1%
37	CC[C@H](C)[C@H](NS(=O)(=O)c1ccc(C)cc1)C(=O)N1CCC(C(=O)N[C@@H](C)C(=O)O)CC1	-0.6%[57.5 µM]	-1%	10%	-3%	2%	-4%

No.	4MU fluor	Rhodamine fluor	Fluorescein fluor	ALOX15 inhib	Texas Red fluor
31	i	i	?	-14%	?
32	i	i	?	-1%	i
33	i	i	i	-13%	i
34	nt	nt	nt	-2%	nt
35	i	i	?	-24%	i
36	i	i	i	13%	i
37	i	i	i	7%	i

Reformatted with two lines to a compound: two of the compounds above.
Value order: HBB splicing	Hsp90 Hop PPI	HADH2 inhib	DNA Pol III inh	GFP derepression	Ub-GFP proteasome	4MU fluor	Rhodamine fluor	Fluorescein fluor	ALOX15 inhib	Texas Red fluor
4) CC(=O)c1ccc(OCC(O)CN2CCN(Cc3ccc4c(c3)OCO4)CC2)cc1 (stereo unspecified)
    -0.8%	-5%[2.3 µM]	-1%	-4%	nt	-2%	nt	nt	nt	-7%	nt
17) O=C(NCCCN1CCOCC1)c1c(O)c2cc(Br)cc(Br)c2[nH]c1=O
    -0.6%[57.5 µM]	0%	3%	-2%	0%	1%	i	i	i	5%	i

This is a subset. The share of hits here may be higher or lower than overall.
